M1 antagonist: antagonists of rat M1 muscarinic receptor | Muscarinic acetylcholine receptor M1 (Rattus norvegicus), P08482 | CHO-M1 cells, Fluo-4 calcium, ACh EC80 antagonist mode; hits give low values | B-score at 10 µM | actives 3.4% (n = 64,000);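 active = calcium fluorescence response, raw or row-and-column corrected B-score, differing from the plate sample mean either way at a set confidence level, mostly lower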
TNAP act DEA: human TNAP enzyme activators, primary screen, biochemical, luminescent, intermediate phosphate acceptor level | Alkaline phosphatase, tissue-nonspecific isozyme (Homo sapiens), P05186 | purified TNAP, CDP-star luminescence, 100 mM DEA, 30 min; hits give high values; scale: 0 levamisole-inhibited, 1 vehicle-only enzyme | activation factor at 20 µM | 64,000 tested, under 10 active;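 active = activation factor of at least 2 at 20 µM, relative to controls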
Target sequence (P05186 whole entry, looked up): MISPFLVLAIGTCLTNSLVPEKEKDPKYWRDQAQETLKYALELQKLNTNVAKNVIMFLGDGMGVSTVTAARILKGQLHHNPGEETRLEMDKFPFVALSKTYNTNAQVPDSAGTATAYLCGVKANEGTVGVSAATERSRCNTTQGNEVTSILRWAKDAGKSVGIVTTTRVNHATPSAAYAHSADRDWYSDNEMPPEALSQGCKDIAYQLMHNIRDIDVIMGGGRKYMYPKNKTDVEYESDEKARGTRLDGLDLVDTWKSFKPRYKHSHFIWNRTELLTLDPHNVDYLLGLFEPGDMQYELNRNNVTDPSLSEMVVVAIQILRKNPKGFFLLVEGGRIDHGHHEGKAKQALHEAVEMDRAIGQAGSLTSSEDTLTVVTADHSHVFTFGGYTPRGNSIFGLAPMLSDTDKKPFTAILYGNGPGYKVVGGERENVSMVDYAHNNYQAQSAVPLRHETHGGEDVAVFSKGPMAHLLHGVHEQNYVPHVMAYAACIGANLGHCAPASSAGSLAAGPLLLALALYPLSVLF
SF-1 act: activators of human SF-1, primary screen, cell-based, CHO-K1, Gal4-SF-1 LBD, luciferase luminescence | Steroidogenic factor 1 (Homo sapiens), Q13285 | CHO-K1 Gal4-SF-1 LBD luciferase reporter; % increase over DMSO SF-1-specific signal | activation, % at 10 µM | actives 1.9% (n = 65,000) | AID 522, 2006;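 active = activation above the mean activation of all tested compounds plus 3 SD, cut at about 50% in these data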
Target sequence (Q13285 whole entry, looked up, the tested form may be a part): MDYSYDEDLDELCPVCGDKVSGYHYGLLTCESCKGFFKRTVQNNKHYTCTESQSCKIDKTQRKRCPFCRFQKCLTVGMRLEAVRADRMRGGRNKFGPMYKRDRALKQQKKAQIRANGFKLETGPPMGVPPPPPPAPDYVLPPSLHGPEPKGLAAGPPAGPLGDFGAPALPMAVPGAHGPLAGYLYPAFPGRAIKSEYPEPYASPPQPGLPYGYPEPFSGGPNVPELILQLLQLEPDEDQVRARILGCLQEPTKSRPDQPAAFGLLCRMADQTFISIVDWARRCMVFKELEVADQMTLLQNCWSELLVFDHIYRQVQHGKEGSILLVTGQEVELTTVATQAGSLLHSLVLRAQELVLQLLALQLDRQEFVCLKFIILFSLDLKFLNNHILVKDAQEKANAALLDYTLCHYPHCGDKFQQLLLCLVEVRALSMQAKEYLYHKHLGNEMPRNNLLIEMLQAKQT
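System: CHO-K1 cells with Gal4–hSF-1 LBD chimera plus Gal4-driven luciferase; quantity: 4,000 CHO-K1 cells per well; compound: one dose, 10 µM compound, 1% DMSO; times: 20 h compound treatment, 37 °C; measured by: SteadyLite luciferase luminescence; read-out: percent activation versus DMSO; benchmarks: DMSO and mock-transfected background; replicates: one test per compound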
M1 ag: M1 muscarinic receptor agonists, primary screen, CHO-M1 cells, Fluo-4 calcium, agonist mode; B-score at 10 µM; Muscarinic acetylcholine receptor M1; actives 3% (n = 64,000); Fluo-4 calcium fluorescence; hits give high values;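 active = fluorescence rise, raw or as B-score row- and column-corrected plate score, outside the 99.7% band of its plate's samples, either direction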
Ecoli tolC: growth inhibitors of E. coli tolC mutant, primary screen, strain BW25113 ΔtolC::kan, 384-well. OD615. growth inhibition, % at 10 µM (by protocol). actives 2.2% (n = 65,000);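 active = growth inhibition at or above a cutoff equal to the mean over every tested compound plus 3 SD, cut at about 60% in these data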;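 also: growth measured after 20 h incubation at 37 °C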
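Test system – E. coli BW25113 ΔtolC::kan, tolC deletion mutant strain · Detection – OD at 615 nm · Buffer or medium – LB with kanamycin 50 µg/mL · Times – 20 h compound exposure of bacteria at 37 °C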
Autofluor 339: intrinsic fluorescence of library compounds, ex339/em460 – biochemical, MLSMR library, data from DPM-DC assay, artefact control, profiling panel; compound autofluorescence, ex339/em460 nm, NADH buffer; hits give high values; 1 = no-compound wells, NADH background; fluorescence fold increase at 10 µM; actives 5.5% (n = 65,000); AID 709, 2007;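 active = at 10 µM, mean starting fluorescence two-fold or more over control wells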;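 also: signal is the first read of a kinetic run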
RORa activator: activators of orphan receptor RORA, primary screen, cell-based, luminescence | actives 1.5% (n = 65,000) | activation, % at 10 µM | AID 560, 2006 | CHO-K1 Gal4-RORA LBD luciferase reporter; percent increase over mock-subtracted basal signal;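 active = activation above the mean of all tested compounds plus 3 SD, cut at about 49% in these data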;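 also: 0% = DMSO-treated RORA cells and 100% = added signal equal to DMSO minus mock-transfected cells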
NADH enzymes: inhibitors of PK/LDH coupling enzymes, profiling panel, artefact control, biochemical, MLSMR library | AID 774, 2007 | IC50, µM (doses to about 10 µM), for the others: top-dose inhibition | coupled PK/LDH NADH assays, four targets | actives 0.02% (n = 65,000);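 active = single-dose screening hits from any of four coupled enzyme assays that gave an IC50 when retested across doses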;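 also: the DPM-DC format reads NADH fluorescence rather than 340 nm absorbance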
E coli RNAP: E. coli RNAP inhibitors, biochemical | DNA-directed RNA polymerase subunit beta (Escherichia coli (strain K12)), P0A8V2 | E. coli RNA polymerase, fluorescence transcription assay | inhibition, %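 (tested at 10 µM)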 | actives 0.2% (n = 62,000) | AID 559, 2006; in the data active = inhibition above about 20%;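 also: 0% = enzyme without compound and 100% = no enzyme blank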
Active calls of the source: *; . = no result given; [ ] = another dose, or the depositor's remark. Rows are unselected, and some 15% of all compounds hit somewhere here.

canonical_smiles,M1 ag,Ecoli tolC,Autofluor 339,RORa activator,TNAP act DEA,NADH enzymes,SF-1 act,E coli RNAP,M1 antagonist
Cc1cc(C)n(-c2nnc(C)n2/N=C/c2cc(Br)ccc2OCc2ccccc2)n1,0.66,22,0.91,40,1,3%,30,8,-2.1
CCCc1cc(=O)oc2c(C)c3occ(C)c3cc12,0.021,14,1.4,8,0.9,5%,-3,5,0.16
Nc1nc(SCCOc2ccccc2)n[nH]1,0.91,-4,1,-5,0.9,1%,7,8,-0.0083
COCCCNC(=O)C1CCC(=O)N1Cc1ccccc1Cl (stereo not drawn),0.25,-25,1.1,0,0.9,5%,11,3,0.0047
O=S(=O)(NC1CC1)c1ccc(S(=O)(=O)N2CCCC(c3nc(-c4cccnc4)no3)C2)cc1 (stereo not drawn),0.33,-8,1,6,0.9,5%,-13,12,-0.93
COc1ccc(C(CCc2ccc(C)o2)NC(=O)Nc2ccc(OC)cc2OC)cc1 (stereo not drawn),-1,21,1.1,-8,0.9,4%,-6,5,0.14
C=CCOc1cccc(C2C(C(=O)c3ccc(C)o3)=C(O)C(=O)N2CCN(C)C)c1 (stereo not drawn),-0.26,-5,1.1,4,1,6%,3,0,0.14
CCOc1ccc(-c2nc(CSCC(=O)N3CCN(c4cccc(OC)c4)CC3)c(C)o2)cc1,-0.22,22,0.98,-21,0.9,8%,-22,0,0.4
Cc1nnc(SCC(=O)N2CCC(Cc3ccccc3)CC2)n(N)c1=O,-0.11,-5,1.1,3,.,3%,6,.,-3*
O=C(OCC(=O)N1CCN(C(=O)c2ccco2)CC1)C1=COCCO1,-0.029,0,1.1,-11,0.9,3%,-2,-4,0.49
COc1ccc(OC)c(NC(=O)C2C3CC4OC(=O)C2C4C3)c1 (stereo not drawn),0.084,-8,1,-28,0.9,2%,11,9,0.083
COc1ccc2c(c1)[nH]c1c(=O)n(CC3CCCO3)cnc12 (stereo not drawn),-0.82,16,1.1,17,0.9,0%,51*,8,0.16
O=C(O)CCc1nc(-c2cccs2)no1,0.44,-6,1.1,10,1,3%,0,14,-1.4
Cc1ccc(-n2c(SCc3nnc4n3CCC4)nnc2-c2ccccc2)cc1,0.017,-6,1.3,-1,.,3%,-6,5,-0.74
O=C(NC1CCCC1)C1c2ccccc2C(=O)N1CCCN1CCOCC1 (stereo not drawn),0.33,-4,1,9,0.9,2%,-9,-2,-0.093
CCc1nnc(NC(=O)c2cccc(C(=O)Nc3nnc(CC)s3)n2)s1,3,94*,0.98,-44,0.8,10%,-44,-1,-0.82
CC1(C)CCN(Cc2ccccc2)C1CC#N (stereo not drawn),0.4,8,1.1,-19,0.9,8%,0,6,-0.061
O=C(O)CCC(C(=O)O)n1c(O)c(C2=c3ccccc3=NC2=O)sc1=S (stereo not drawn),1,-9,0.88,-9,0.8,3%,-2,6,0.59
CCC(=O)Oc1ccc(C/C(=N\O)c2ccc(O)cc2O)o1,0.89,16,1.1,-31,0.9,2%,8,-3,-1.5
COc1ccc(-c2cn3c(C)c(C(=O)N4CCN(c5ccc(OC)cc5)CC4)sc3n2)cc1,-0.9,-11,1.1,0,1,6%,-16,4,0.61
O=C(C1CCN(C2CC(=O)N(c3cccc(Cl)c3)C2=O)CC1)N1CCCC1 (stereo not drawn),-0.027,-15,1.1,-22,0.9,7%,-9,7,-0.74
O=S(=O)(NC1CCN(Cc2ccccc2)CC1)c1cccc2cccnc12,-0.28,-16,1,-17,0.9,8%,-17,6,-0.27
COc1ccc(OC)c(C2C3=C(CCCC3=O)Nc3nc4ccccc4n32)c1 (stereo not drawn),-0.69,-8,1.7,-12,0.9,7%,11,0,0.27
O=c1[nH]c(SCCOc2ccccc2)nc2ccccc12,0.056,-1,1.2,18,0.9,6%,-10,1,0.0057
N=c1c2c3c(sc2nc2n1CCC2)CCCC3,-0.041,-11,1.1,-18,1,5%,-11,2,-1.9*

Continuation.
canonical_smiles,M1 ag,Ecoli tolC,Autofluor 339,RORa activator,TNAP act DEA,NADH enzymes,SF-1 act,E coli RNAP,M1 antagonist
CCOC(=O)c1c(NC(=O)c2ccn(CC)n2)sc2c1CCCC2,-0.74,-2,2.7*,-25,0.9,13%[fluoresces],-26,-8,0.0014
CCn1nc(NC(=O)c2ccco2)c2cc3ccc(C)cc3nc21,-1.4,-8,3.6*,2,1,9%[fluoresces],-17,-2,-0.21
Cc1ccc2c(c1)NC(=O)C(CC(=O)NCCCN1CCN(c3cc(C)ccc3C)CC1)O2 (stereo not drawn),-1.9,22,1.1,1,0.9,2%,3,-3,-0.94
CCOC(=O)N1CCN(c2ncnc3c2cnn3-c2ccc(Cl)cc2)CC1,-1.2,1,1.1,-13,1,2%,8,2,-0.43
COc1ccc(N(CC(=O)NCCSC(C)(C)C)S(C)(=O)=O)c(OC)c1,-0.27,-5,1.1,27,1,3%,9,-6,-1.4
Cc1ccc2c(c1)c1c(n2C)C(C(N)=O)CCC1 (stereo not drawn),0.56,-9,1.1,-3,1,0%,15,4,-0.037
O=C(C1CC1c1ccccc1)N1CCOCC1 (stereo not drawn),.,-14,1.1,-4,1,1%,-3,.,.
COc1cc2nc(C3CC3)n(NC(=O)c3ccc(F)cc3)c(=O)c2cc1OC,0.45,9,1.1,7,1,6%,-7,3,0.068
COc1ccc(CCn2nnnc2C(C(C)C)N2CCC(C(N)=O)CC2)cc1OC (stereo not drawn),0.47,-15,1.1,-10,0.9,1%,-13,7,0.71
CCCCC1CCC(c2nc(-c3cccnc3)no2)CC1 (stereo not drawn),0.38,20,1.1,-2,0.9,9%,18,5,1.4
Cc1ccc(O)c(NC(=O)c2cccc(S(=O)(=O)N3CCCCC3)c2)c1,0.76,39,1.1,-8,0.9,2%,-4,-3,-0.019
Brc1cnc(N2CCCC2)nc1N1CCOCC1,0.21,23,1.1,-8,.,6%,-9,.,0.011
Cn1nnc(NC(=O)c2cccc(F)c2)n1,0.28,-6,1,6,0.9,7%,10,6,0.2
O=S(=O)(/N=C(/Nc1cc(N2CCOCC2)ncn1)c1ccc(F)cc1)c1ccccc1,-0.0056,-14,1.1,19,1,3%,-11,7,-0.31
Cc1ccccc1Cn1cc(/C=N/n2cnnc2)c2ccccc21,0.039,22,1,16,0.9,2%,3,2,0.34
Cc1ccc2c(c1)NCC(C(=O)NCc1ccccc1)O2 (stereo not drawn),0.026,-3,1.1,9,0.9,5%,-12,7,1.6
Cc1[nH]nc2c1C1(CCN(Cc3ccccc3)CC1)C(C#N)=C(N)O2,4.1*,8,1.2,-15,0.9,0%,0,9,0.35
COc1cccc(NC(=O)Cc2nnc(SCCOc3ccccc3)n2C)c1,0.67,18,1.1,-4,0.9,6%,-16,.,-0.52
Cc1ccc(S(=O)(=O)N2CCN(C(=O)CCC(=O)OCC(=O)Nc3cccc(C#N)c3)CC2)cc1,-1.2,-8,1.1,-2,1,0%,4,-1,-0.45
O=C(Nc1ccc2nn(-c3ccccc3)nc2c1)c1ccc(Br)o1,-1.2,-7,1.8,9,0.9,9%,19,4,0.034
CSCCC1(C(=O)O)NC(c2ccccc2O)C2C(=O)N(C(C)C)C(=O)C21 (stereo not drawn),-0.12,-27,1.1,-13,0.9,2%,-11,4,-0.035
COC(=O)Cn1cnc2sc(C)c(S(=O)(=O)N3CCN(c4ccccc4OC)CC3)c2c1=O,.,-3,0.82,2,0.9,15%,0,1,.
O=C(O)CCC(=O)N1CCN(c2nc3ccccc3s2)CC1,0.049,-8,1.1,6,0.9,4%,-9,-3,0.17
O=C(Cn1c(=O)n(CCCC(=O)NC2CCCC2)c(=O)c2ccccc21)NCCC1=CCCCC1,0.84,-5,1.1,-18,1,3%,6,10,0.16
CCCN(CCC)C(=O)Cn1c(=O)n(CCCCC(=O)NCc2ccco2)c(=O)c2ccccc21,0.36,-10,1.5,-18,0.9,2%,-24,6,0.25

Part of the list above in order of heavy-atom count, highest first:
canonical_smiles,M1 ag,Ecoli tolC,Autofluor 339,RORa activator,TNAP act DEA,NADH enzymes,SF-1 act,E coli RNAP,M1 antagonist
O=S(=O)(/N=C(/Nc1cc(N2CCOCC2)ncn1)c1ccc(F)cc1)c1ccccc1,-0.0056,-14,1.1,19,1,3%,-11,7,-0.31
O=C(O)CCC(=O)N1CCN(c2nc3ccccc3s2)CC1,0.049,-8,1.1,6,0.9,4%,-9,-3,0.17
CCCCC1CCC(c2nc(-c3cccnc3)no2)CC1 (stereo not drawn),0.38,20,1.1,-2,0.9,9%,18,5,1.4

Going on with the list.
canonical_smiles,M1 ag,Ecoli tolC,Autofluor 339,RORa activator,TNAP act DEA,NADH enzymes,SF-1 act,E coli RNAP,M1 antagonist
Cc1noc(C)c1COC(=O)CCC(=O)c1ccc(F)cc1,1.3,-1,1.1,-17,1,5%,-6,-1,0.1
COc1ccccc1NC(=O)c1cc(S(=O)(=O)N2CCOCC2)ccc1Cl,0.27,8,1.1,4,0.9,4%,-4,2,1
COc1ccc(N2CCN(c3oc(COc4ccc(Cl)cc4)nc3C#N)CC2)cc1,0.027,10,1.1,3,0.9,4%,5,-2,-0.3
O=C(c1ccc(F)cc1)C(CN1CCOCC1)c1ccccc1 (stereo not drawn),-0.024,22,1.1,-36,0.9,3%,-27,3,-0.92
Cn1cccc1Cc1nnc(SCC(=O)Nc2nccs2)n1CCc1ccccc1,0.98,11,1.1,-2,0.9,9%,-7,3,1.2
CCCC(=O)Nc1cc(=O)n(C)c(=O)n1C,1.5,-13,1.1,4,0.9,10%,5,2,-1
COc1cccc(C(=O)NCc2nnc(SCC(=O)Nc3nccs3)n2-c2cccc(C)c2)c1,-0.92,-11,1.1,-6,.,5%,11,.,0.053
COc1cc(NC(=O)C2CCCN(S(=O)(=O)c3cccc4nsnc34)C2)cc(OC)c1 (stereo not drawn),0.026,-6,1.1,7,0.9,7%,1,6,0.017
CSc1nc2sc3c(c2c2nnnn12)CCCC3,-0.2,8,1.3,-9,0.9,5%,14,-9,-0.25
O=C(CN1CCN(S(=O)(=O)c2ccc(F)cc2)CC1)Nc1ccccc1F,-0.57,1,1.1,6,0.9,3%,3,9,-0.091
CCOC(=O)C1=C(CC)OC(N)=C(C#N)C1c1cc(OC)ccc1OC (stereo not drawn),-1.4,-6,1.1,-16,0.9,1%,-1,.,-1.4
CC1CCN(c2oc(-c3ccccc3F)nc2C#N)CC1,0.4,71*,2.5*,29,0.9,3%[fluoresces],14,-3,0.8
COc1ccc(-n2nc3c(c2NC(=O)c2cc4ccccc4oc2=O)CS(=O)(=O)C3)cc1,-0.51,-12,1,17,0.6,7%,-4,6,1.3
CCOC(=O)CSc1nnc(-c2ccc(OC)cc2OC)o1,-0.42,8,1.1,15,0.9,5%,5,0,-0.089
